From PubChem
D2 agonist – agonists of human D2 dopamine receptor | P14416 | HEK293 T-REx D2 cells, calcium flux agonist mode | activation, % at 2 µM | 340,000 compounds, 0.53% hits;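 active means activation over 3 SD above normal in the single-dose calcium agonist read, cut at about 30% in these data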; further: 0% is about no effect
Target sequence (P14416 whole entry, looked up): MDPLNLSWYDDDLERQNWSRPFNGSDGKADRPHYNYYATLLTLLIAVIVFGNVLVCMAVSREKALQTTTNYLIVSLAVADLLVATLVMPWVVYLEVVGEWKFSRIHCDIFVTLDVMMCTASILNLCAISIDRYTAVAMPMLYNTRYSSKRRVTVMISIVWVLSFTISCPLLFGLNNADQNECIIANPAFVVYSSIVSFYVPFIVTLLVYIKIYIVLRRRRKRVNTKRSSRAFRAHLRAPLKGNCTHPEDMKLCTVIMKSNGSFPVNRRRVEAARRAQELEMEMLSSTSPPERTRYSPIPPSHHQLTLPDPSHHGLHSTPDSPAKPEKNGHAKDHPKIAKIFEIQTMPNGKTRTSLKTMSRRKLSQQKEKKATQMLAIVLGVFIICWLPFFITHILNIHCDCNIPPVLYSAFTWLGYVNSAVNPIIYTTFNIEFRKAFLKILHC
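Calcium-flux readout, 1 cycle/sec over 180 s following compound pin transfer, in inducible HEK293 Trex D2 cells (force-coupled); dopamine controls included. Positive calcium responses during this window marked compounds as potential agonists.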
TrxR1 substrate – substrates of rat thioredoxin reductase 1. AID 588456. 390,000 compounds, 0.01% hits. Potency, µM (series often up to 114 µM), without a hit: at the top dose activity change, negative = substrate turnover. purified TrxR1 substrate turnover, NADPH consumption readout. O89049; further: potency means the concentration at half of the fitted maximal effect; on the % scale 0 is the no-effect control and ±100 the full control effect; nearly all actives have a fitted effect of over 50% in size
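Rat TrxR1, dispensed at 90 nM, was prereduced with 400 uM NADPH (final) for 5 min at ~22 deg C, then incubated with compound 15 min before 400 uM selenite. A first-read NADPH fluorescence drop versus no-compound background flagged substrates.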
rTrxR1 inhibitor – rat TrxR1 inhibition | recombinant rTrxR1, NADPH fluorescence consumption, selenite substrate | 390,000 compounds, 1% hits | Potency, µM (highest dose often 114 µM), for inactives: top-dose activity change, negative = inhibition, hits mostly inhibitors | O89049 | AID 588453; further: potency means the concentration at half of the fitted maximal effect; on the % scale 0 is the no-effect control and ±100 the full control effect; nearly all actives have a fitted effect of over 65% in size
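Rat TrxR1 (90 nM in the dispensed reagent) was pre-reduced with 400 uM NADPH for 5 min at room temperature, then incubated with compound for 15 min. After 400 uM selenite was added, NADPH fluorescence (Ex 340/Em 450 nm) was followed for 8 min.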
mIDH1 inhibitor – blocks human mutant IDH1 R132H enzyme; IDH1-R132H enzyme, NADPH consumption, diaphorase/resazurin fluorescence; AID 602179; Potency, µM (doses to about 76.6 µM), without a hit: at the highest dose activity change, negative = inhibition, usual class: inhibitors; O75874; 390,000 compounds, 0.093% hits; further: potency means the concentration at half of the fitted maximal effect; on the % scale 0 is the no-effect control and ±100 the full control effect; nearly all actives have a fitted effect of over 65% in size
Target sequence (O75874 whole entry R132H, stated change not applied): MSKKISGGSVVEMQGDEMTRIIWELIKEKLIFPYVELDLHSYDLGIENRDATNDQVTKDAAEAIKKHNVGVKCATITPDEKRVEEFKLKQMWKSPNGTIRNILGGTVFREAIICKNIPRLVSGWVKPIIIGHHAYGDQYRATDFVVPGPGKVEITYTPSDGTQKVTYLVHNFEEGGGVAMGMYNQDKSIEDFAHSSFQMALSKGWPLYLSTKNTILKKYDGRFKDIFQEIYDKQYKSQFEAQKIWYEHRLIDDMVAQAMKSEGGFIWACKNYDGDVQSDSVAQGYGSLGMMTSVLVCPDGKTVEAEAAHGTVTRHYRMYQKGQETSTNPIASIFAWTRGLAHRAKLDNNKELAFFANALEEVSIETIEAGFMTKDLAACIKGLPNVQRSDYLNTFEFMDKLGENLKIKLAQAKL
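IDH1-R132H (0.5 ug/mL dispensed) in pH 7.5 Tris buffer was preincubated 30 min with compound, then given a substrate mix of 0.016 mM NADPH and 2 mM alpha-KG for 80 min at room temperature; remaining NADPH was read by diaphorase/resazurin fluorescence.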
TRHR ag – agonists of human TRH receptor; TRHR cells, calcium flux fluo-8, FDSS agonist mode; activation, % at 2 µM; 360,000 compounds, 0.18% hits; in the data active means activation above about 30%; further: 0% is about no effect
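Read-out: compound-evoked intracellular calcium rise in TRHR cells, fluo-8 dye, kinetic FDSS fluorescence at 1 s/cycle following a 10-cycle baseline. Cells cultured overnight before dye loading (30 min–1.5 h, RT).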
TRHR enhancer – TRH receptor (human) allosteric enhancement | TRHR cells, fluo-8 calcium fluorescence, EC20 TRH enhancement | enhancement, % at 2 µM | 360,000 compounds, 0.66% hits | AID 493056; in the data active means enhancement above about 30%; further: 0% is about no effect
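TRHR-expressing cells loaded with fluo-8 calcium dye were read kinetically (ex 480/em 530) during compound addition, then stimulated with an EC20 of TRH (10 nM final). Enhancement of the Gq-mediated intracellular calcium response was scored.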
Pin1 inhibitor – blocks the human prolyl isomerase Pin1 | Q13526 | Pin1 FP peptide displacement, HiFluor488, 10 min | Potency, µM (top dose mostly 115 µM), without a hit: at the highest dose activity, negative = inhibition, actives largely listed as inhibitors | 390,000 compounds, 0.009% hits | AID 504891; active means well fitted inhibition curve with a large enough effect in the polarisation, with a control signal flat, not every such curve was filed as active; inconclusive means small, poorly fitted or top-dose-only effect, or effect the other way, or a change in a side signal; inactive means no such curve, though single readings can be large or run the other way; the % refers to the polarisation; further: potency means the concentration at half of the fitted maximal effect; on the % scale 0 is the no-effect control and ±100 the full control effect
Target sequence (Q13526 whole entry, looked up): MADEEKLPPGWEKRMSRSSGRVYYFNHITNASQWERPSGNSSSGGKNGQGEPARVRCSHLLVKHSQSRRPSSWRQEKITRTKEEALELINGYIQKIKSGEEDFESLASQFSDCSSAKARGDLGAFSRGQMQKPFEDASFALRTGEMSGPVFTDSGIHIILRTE
D2 antag – antagonizes the human D2 dopamine receptor. P14416. HEK293 TREx D2 cells, calcium flux, dopamine EC80. inhibition, % at 10 µM. 340,000 compounds, 2% hits; in the data active means inhibition above about 30%; further: 0% is about no effect
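Overnight-induced (tetracycline, 30 C) HEK293 T-REx cells carrying force-coupled D2 receive a no-wash calcium dye, then compound, then EC80 dopamine at 180 s; signals are read kinetically throughout.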
USP1-UAF1 inh – USP1/UAF1 (human) deubiquitinase inhibition | O94782 | 390,000 compounds, 0.23% hits | recombinant USP1/UAF1, Ub-Rhodamine cleavage fluorescence | Potency, µM (titrated, usually from 57.1 µM), without a hit: top-dose activity change, negative = inhibition, hits mostly inhibitors; further: potency means the concentration at half of the fitted maximal effect; on the % scale 0 is the no-effect control and ±100 the full control effect; nearly all actives have a fitted effect of over 60% in size; inactives centre near -12
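In this screen, compounds sit with the deubiquitinase complex (1nM) for 15 min at room temperature before Ub-Rho is added at 150nM final. Fluorescence rise is then followed for 6 reads every 60 seconds.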
An asterisk follows results filed as active; ? = inconclusive; / = not tested or not shown; [ ] = dose if it differs, or a comment. Unless noted, the call rests on the fitted dose curve; in most records, active means well fitted inhibition curve with a large enough effect; inconclusive means small, poorly fitted or top-dose-only effect; inactive means no such curve, though single readings can be large or run the other way.

SMILES	D2 agonist	TrxR1 substrate	rTrxR1 inhibitor	mIDH1 inhibitor	TRHR ag	TRHR enhancer	Pin1 inhibitor	D2 antag	USP1-UAF1 inh
CC1CC(C)CN(C(=O)COC(=O)c2nn(C)c(=O)c3ccccc23)C1 (configuration not stated)	0.6	-4%	-2%	1%	-0.6	-6	-8%	5	-1%
O=C(Cn1c(=O)oc2cc(S(=O)(=O)NC3CCCC3)ccc21)Nc1ccc(F)c(F)c1	0.7	2%	15%	-6%	0.1	4	0%	/	-22%
Cc1ccccc1-c1nc(CS(=O)(=O)CC(=O)Nc2cccc(C(F)(F)F)c2)c(C)o1	-0.4	-4%	-8%	-2%	0.4	-6	8%	/	-15%
Cc1nn(C)cc1C(C(=O)NC1CCCCC1)N(Cc1ccccc1Cl)C(=O)c1cnccn1 (configuration not stated)	/	-4%	10%	-5%	0.1	0	-4%	/	-13%
O=C1CCCN2N=C(SCC(=O)Nc3ccc(Br)cc3)SC2=N1	0.7	8%	20%	9%	0.3	28	6%	-13	-23%
Cc1ccc(C(c2nnnn2C2CCCCC2)N2CCc3ccccc32)cc1 (configuration not stated)	-1.0	-8%	-3%	-2%	-0.6	5	6%	0	-22%
COc1ccc(/C(C)=N/Nc2nc3ccccc3nc2C)cc1	-1.4	-7%	9%	8%	-0.3	-3	-2%	-7	-13%
O=C(Nc1ccccc1C(F)(F)F)c1cc(-c2ccc3c(c2)OCCO3)on1	-2.0	-3%	4%	-1%	-2.9	2	1%	/	-11%
Nc1c(C(=O)CSc2nnnn2-c2ccc(O)cc2)c(=O)[nH]c(=O)n1C1CC1	0.3	5%	12%	-2%	-0.2	9	16%	-5	-11%
COCCn1c(COc2ccc(OC)cc2)nc2ccccc21	/	5%[57.1 µM]	19%[57.1 µM]	3%	0.1	-3	7%	/	-7%
CCOc1nc(NC(=O)NS(=O)(=O)Oc2cccc(F)c2)nc(-c2ccccc2)n1	0.0	9%[11.4 µM]	25%[11.4 µM]	8%	-1.2	2	5%	/	-28%
CC1CCN(CC(=O)Nc2ccc(Cl)cc2[N+](=O)[O-])CC1	-0.3	4%[57.1 µM]	31%[57.1 µM]	3%	-0.1	5	4%	-7	-5%
Nc1c(N(CCC2=CCCCC2)C(=O)C2CC2)c(=O)[nH]c(=O)n1Cc1ccccc1	/	0%	4%	-1%	0.1	-5	2%	/	0%
Cc1cccc2sc(N(CCCN(C)C)C(=O)c3ccco3)nc12	/	-3%	11%	3%	0.7	-3	0%	/	-4%
O=C(NCc1ccccc1)NC1(C(=O)N2CCCC2)CCCCC1	0.3	-6%	-3%	-1%	0.1	2	-9%	-7	-10%
Cc1ccc(C)c(S(=O)(=O)NCC(=O)OCC(=O)Nc2sccc2C(N)=O)c1	/	2%	3%	1%	-0.5	-6	1%	/	1%
COc1ccccc1C(=O)NCCn1cc(SCC(=O)Nc2nnc(C)s2)c2ccccc21	0.0	-7%	-6%	4%	-1.5	4	-12%	-37	-16%
OC(COc1ccc(Br)cc1)CN1CCC(Cc2ccccc2)CC1 (configuration not stated)	0.5	-3%	5%	-4%	2.0	9	-4%	-38	-31%
CCOc1ccc(CNC(=O)C2=Cc3cc(Br)ccc3OC2)cc1OC	0.0	-4%[57.1 µM]	14%[57.1 µM]	-12%	-0.4	-3	0%	/	-12%
Cc1noc(NS(=O)(=O)c2ccc(NC(=O)CCn3c(=O)oc4ccccc43)cc2)c1C	/	6%[57.1 µM]	?	-4%	0.0	-4	6%	/	-13%
Cc1ccc2[nH]c(=O)c(C(c3nnnn3C(C)(C)C)N(Cc3ccco3)CC3CCCO3)cc2c1 (configuration not stated)	0.3	-2%	-3%	-1%	0.8	1	3%	-4	-19%
O=C(CNC(=O)C1CCCCC1)Nc1ccc(F)c(Cl)c1	1.2	-11%	1%[57.1 µM]	2%	1.1	-1	0%	-11	-13%
COc1ccc(Cl)cc1NC(=O)c1cc(-c2ccccc2)on1	-0.1	12%	41%[activator]	-7%	0.4	-2	-7%	-6	-6%
COc1cc(C(=O)NCCCN(C)C)ccc1OCC(=O)Nc1cccc(C(F)(F)F)c1	1.1	0%[57.1 µM]	8%[57.1 µM]	-8%	0.3	6	2%	4	-15%
CC(C)Cn1c(CCC(N)=O)nnc1SC(C)C(=O)Nc1ccc2c(c1)OCO2 (configuration not stated)	0.0	4%	19%	0%	0.7	-2	-1%	21	-18%
COCCCNC(=O)C(=O)Nc1cc2c3c(c1)CCN3C(=O)CC2	0.8	7%	23%	-2%	0.1	1	-9%	1	-22%
COc1ccc(-c2nc3cc([N+](=O)[O-])ccc3o2)cc1	-0.2	-3%	19%[57.1 µM]	-3%	1.0	3	1%	-24	-21%
C=CCN1C(=O)CSc2ccc(C(=O)NC3CCCCC3)cc21	-0.7	-4%	6%	-4%	-0.3	-3	0%	9	-15%
Cc1ccc(-c2nc(N)c3c(-c4ccc(C)cc4)nn(C(C)(C)C)c3n2)cc1	/	9%	-3%	2%	1.4	-1	0%	/	-14%
O=C(NCc1ccc[n+](CCCCS(=O)(=O)[O-])c1)c1ccc(OC(F)F)cc1	2.1	/	/	/	0.1	1	/	-6	/
Cn1cc(C2OC(=O)c3ccccc32)c2ccccc21 (configuration not stated)	/	-8%	-19%	-5%	/	/	-1%	/	2%
Cc1ccc(SCc2cc(=O)[nH]c(/N=C(\N)Nc3ccccc3Sc3ccccc3)n2)cc1	/	-8%	-10%	0%	1.0	1	?	/	1%
O=C(NCCS(=O)(=O)N1CCN(c2ccccc2)CC1)c1cccs1	0.0	-8%[57.1 µM]	-6%[57.1 µM]	-2%	-0.2	6	6%	7	-2%
Cc1ccc(SCC(=O)NC2CC2)cc1	0.1	3%	33%	-4%	0.1	-6	-3%	3	-18%
COc1ccc(-c2cc(C(=O)N3CCN(c4ccccc4O)CC3)c3ccccc3n2)cc1OC	0.4	2%	-8%	-2%	-0.5	-3	5%	-10	-22%
COc1ccc(-c2[nH]ncc2CN(CCO)Cc2cccs2)c(F)c1	-1.5	9%[57.1 µM]	4%[57.1 µM]	5%	-0.6	-2	0%	-21	2%

Single records, from the list above. Screens in order: D2 agonist | TrxR1 substrate | rTrxR1 inhibitor | mIDH1 inhibitor | TRHR ag | TRHR enhancer | Pin1 inhibitor | D2 antag | USP1-UAF1 inh
Cc1ccc(-c2nc(N)c3c(-c4ccc(C)cc4)nn(C(C)(C)C)c3n2)cc1 in the list: / | 9% | -3% | 2% | 1.4 | -1 | 0% | / | -14%
Cn1cc(C2OC(=O)c3ccccc32)c2ccccc21 (configuration not stated) in the list: / | -8% | -19% | -5% | / | / | -1% | / | 2%
Cc1ccc(SCc2cc(=O)[nH]c(/N=C(\N)Nc3ccccc3Sc3ccccc3)n2)cc1 in the list: / | -8% | -10% | 0% | 1.0 | 1 | ? | / | 1%

(listing goes on)
SMILES	D2 agonist	TrxR1 substrate	rTrxR1 inhibitor	mIDH1 inhibitor	TRHR ag	TRHR enhancer	Pin1 inhibitor	D2 antag	USP1-UAF1 inh
O=C1CCCc2ccccc2N1Cc1ccc(Cl)cc1Cl	/	5%[57.1 µM]	7%[57.1 µM]	1%	0.2	0	1%	/	-27%
C=CCn1c(SCn2nnc3ccccc3c2=O)nnc1-c1ccc(Cl)cc1	-0.6	4%[57.1 µM]	15%[57.1 µM]	9%	0.8	-17	-1%	24	-5%
Cc1[nH]ccc(=O)c1OCc1ccccc1	1.7	9%[57.1 µM]	20%[57.1 µM]	-2%	0.6	-5	-2%	10	-6%
Cc1ccc2c(c1)nc(NCCO)n2C	1.0	2%	-4%	5%	-0.2	-10	1%	8	-11%
O=C(O)c1cccc(Nc2ncnc3ccccc23)c1	1.0	4%	12%	-2%	-0.2	1	0%	5	6%
COc1ccc(NC(=O)CC(c2ccco2)C(C)C)cc1 (configuration not stated)	0.6	-10%	6%[57.1 µM]	12%	-0.5	-11	-1%	17	-7%
CC(C)c1ccc(NC(=O)CN2C(=O)NC3(CCCCCCC3)C2=O)cc1	/	-14%	-7%	1%	/	/	1%	/	-1%
COC(=O)[C@H](NC(=O)c1cc(-c2ccccc2)nc2ccccc12)c1ccccc1	/	22%[57.1 µM]	24%[57.1 µM]	-2%	/	/	1%	/	-23%
Cc1ccc(NC(=O)c2cc(C)nc3ccccc23)cc1	0.4	0%	6%	-5%	0.2	-1	0%	10	-6%
CC(C)(C)c1ccc(S(=O)(=O)N2CCN(C(=O)c3ccc4c(c3)C(=O)N(Cc3ccncc3)C4=O)CC2)cc1	0.5	-2%	15%	5%	-0.2	0	-4%	-6	-5%
O=S(OCCN1CCCC1)C(c1ccccc1)c1ccccc1 (configuration not stated)	/	3%	-24%	5%	/	/	1%	/	-2%
O=C(c1cc(F)cc2c1OCOC2)N1CCN(c2ccc(F)cc2)CC1	1.0	9%[57.1 µM]	16%[57.1 µM]	1%	-0.4	3	-5%	-11	7%
CS(=O)(=O)N(CC(=O)NCc1cccnc1)Cc1ccc(Cl)cc1	/	8%	17%[57.1 µM]	0%	0.3	14	-4%	/	-14%
CC(N1CCOC1=O)S(=O)(=O)c1ccccc1 (configuration not stated)	-0.2	-13%	1%[57.1 µM]	0%	-2.6	9	2%	-16	-18%
COC1c2ccccc2C(=O)N1Cc1ccc(F)cc1 (configuration not stated)	0.1	-3%[57.1 µM]	10%[57.1 µM]	3%	-0.3	-7	3%	5	-4%
CCOc1ccc(/C=C2\SC(=O)N(c3ccc(O)cc3)C2=O)cc1OC	18	10%[57.1 µM]	32%[57.1 µM]	?	0.9	-2	0%	14	2%
CC(OC(=O)c1ccc(Cl)c(S(=O)(=O)N2CCCC2)c1)C(=O)NC1CCCCC1C (configuration not stated)	-0.4	/	/	/	-0.9	-5	/	14	/
CCc1cc2c(SCc3nc4sc(C(C)=O)c(C)c4c(=O)[nH]3)ncnc2s1	4.7	-12%	-14%	0%	3.8	0	114%[activator]	7	-9%
CN1CCN(c2nc(-c3ccccc3)c3cc(Cl)ccc3n2)CC1	-0.6	15%[57.1 µM]	9%[57.1 µM]	17%	-0.2	-4	3%	-21	-11%

A portion of the library; the hit share may differ from the screen's.
